High-throughput results from PubChem BioAssay.
LMP1 NFkB inh: inhibitors of Epstein-Barr LMP1-induced NF-kappaB reporter; LMP1-induced NF-kappaB luciferase reporter cells, luminescence; inhibition, % at 12.5 µM; AID 504558; 350,000 tested, 0.69% active; in the data active = inhibition above about 41%;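 also: 0% = neutral control wells and 100% = reference inhibitor control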
TRAIL sens C8: sensitizes caspase-8 expressing cells to TRAIL; 360,000 tested, 1% active; inhibition (viability loss, TRAIL sensitization), % at 10 µM; AID 624354; NB7+C8 cells + TRAIL, ATPlite viability luminescence;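 active = compounds causing at least 50% loss of cell viability in the single-dose screen, relative to plate controls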
SRC2 inh: inhibits human steroid receptor coactivator 2; Q15596; HEK293 GAL4-SRC2 luciferase reporter, luminescence; inhibition, % at 9 µM; 370,000 tested, 0.17% active; AID 651957;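 active = inhibition above the mean inhibition of all tested compounds plus 3 SD, set per campaign, cut at about 52% in these data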;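 also: 0% = DMSO treated cells and 100% = cells given Gossypol at 36 µM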
TROY NFkB inh: inhibitors of TROY-dependent NF-kB signaling; Q293 LMP1-TROYcd NF-kB luciferase reporter, 4 h; inhibition, % at 10 µM; 360,000 tested, 0.98% active;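 active = compounds whose plate-normalised and pattern-corrected inhibition of the luciferase reporter signal at the single screening dose is 50% or more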
TWEAK-Fn14 inh: blocks TWEAK-Fn14 interaction in a reporter cell assay | TWEAK-stimulated Fn14 reporter cells, luciferase luminescence, 8 h | inhibition, % at 10 µM | 360,000 tested, 2% active; in the data active = inhibition above about 50%
SRC3 inh: human NCOA3 inhibition; HEK293 GAL4-SRC3 luciferase reporter, luminescence; 360,000 tested, 0.17% active; inhibition, % at 3.6 µM; Q9Y6Q9; AID 588352;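 active = inhibition above a per-campaign cutoff, the mean of all compounds plus 3 SD, cut at about 60% in these data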;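 also: 0% = DMSO-treated cells and 100% = gossypol-treated cells at 36 µM; higher means less SRC3-driven luciferase light from the GAL4 reporter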
Target sequence (Q9Y6Q9 whole entry, looked up, the tested form may be a part): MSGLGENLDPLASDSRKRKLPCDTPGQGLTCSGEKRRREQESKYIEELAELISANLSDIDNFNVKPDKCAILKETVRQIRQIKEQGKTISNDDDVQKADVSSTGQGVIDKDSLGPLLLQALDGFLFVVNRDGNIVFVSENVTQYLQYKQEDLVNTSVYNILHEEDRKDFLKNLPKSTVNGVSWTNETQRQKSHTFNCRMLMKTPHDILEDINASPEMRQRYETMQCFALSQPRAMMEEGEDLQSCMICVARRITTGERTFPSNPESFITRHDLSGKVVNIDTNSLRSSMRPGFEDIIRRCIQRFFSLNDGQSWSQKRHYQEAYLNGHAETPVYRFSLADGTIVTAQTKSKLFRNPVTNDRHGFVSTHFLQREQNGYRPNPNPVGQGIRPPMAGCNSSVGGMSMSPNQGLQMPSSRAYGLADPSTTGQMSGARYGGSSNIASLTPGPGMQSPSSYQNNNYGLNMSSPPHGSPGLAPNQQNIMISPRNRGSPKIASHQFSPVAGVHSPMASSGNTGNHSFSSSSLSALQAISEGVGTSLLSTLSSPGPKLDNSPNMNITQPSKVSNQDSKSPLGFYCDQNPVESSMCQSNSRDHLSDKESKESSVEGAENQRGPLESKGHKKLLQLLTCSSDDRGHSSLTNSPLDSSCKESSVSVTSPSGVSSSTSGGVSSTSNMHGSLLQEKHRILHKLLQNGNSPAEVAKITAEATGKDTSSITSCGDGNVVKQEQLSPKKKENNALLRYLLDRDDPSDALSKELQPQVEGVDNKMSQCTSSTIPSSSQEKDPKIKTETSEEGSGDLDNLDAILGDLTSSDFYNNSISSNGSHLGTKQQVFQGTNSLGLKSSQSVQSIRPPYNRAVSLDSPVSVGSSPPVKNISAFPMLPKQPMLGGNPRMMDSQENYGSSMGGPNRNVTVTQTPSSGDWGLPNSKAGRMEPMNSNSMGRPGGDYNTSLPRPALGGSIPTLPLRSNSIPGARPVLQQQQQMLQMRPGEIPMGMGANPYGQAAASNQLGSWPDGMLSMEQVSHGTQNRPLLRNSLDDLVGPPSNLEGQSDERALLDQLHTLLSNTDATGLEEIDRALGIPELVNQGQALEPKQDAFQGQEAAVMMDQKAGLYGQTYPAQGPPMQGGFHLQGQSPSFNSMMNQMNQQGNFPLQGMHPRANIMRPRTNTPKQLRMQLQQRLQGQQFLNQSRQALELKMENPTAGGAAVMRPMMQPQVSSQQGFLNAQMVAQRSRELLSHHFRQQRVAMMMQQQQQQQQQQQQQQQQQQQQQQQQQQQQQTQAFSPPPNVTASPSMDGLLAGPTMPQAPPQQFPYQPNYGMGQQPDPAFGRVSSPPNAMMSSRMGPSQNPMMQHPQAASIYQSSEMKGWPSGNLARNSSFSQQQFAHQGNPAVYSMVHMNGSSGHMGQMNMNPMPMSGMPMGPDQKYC
COUP-TFII inh: inhibitors of human COUP-TFII (NR2F2); AID 686940; 370,000 tested, 0.7% active; inhibition, % at 8.6 µM; HEK293T NGFI-A luciferase reporter, luminescence; P24468;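 active = inhibition above a per-plate cutoff, mean inhibition of test wells between control levels plus 3 SD, cut at about 38% in these data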;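 also: cells cotransfected with COUP-TFII expression vector driving the NGFI-A reporter; 0% = median of COUP-TF2 test wells and 100% = reporter-only cells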
SRC1 inh: human NCOA1 inhibition; HEK293 GAL4-SRC1 luciferase reporter, luminescence; inhibition, % at 3.6 µM; 360,000 tested, 0.12% active;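 active = inhibition above the campaign mean plus 3 SD, with each screening campaign given its own cutoff, cut at about 60% in these data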;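 also: 0% = DMSO treated cells and 100% = gossypol at 36 µM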
CF NFkB inh: cystic fibrosis NF-kB activation inhibition; inhibition, % at 5 µM; KKLEB NF-kB-GFP reporter, PAF-induced, GFP fluorescence overnight; 360,000 tested, 0.86% active;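 active = at least 50% inhibition at 5 µM, scaled per plate between neutral and stimulator controls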;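 also: PAF is a Pseudomonas aeruginosa culture filtrate used as stimulus; plate controls were PAF-stimulated DMSO wells for no effect and unstimulated DMSO wells for full effect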
NR5A2 inv ag: suppresses constitutive activity of human LRH-1. O00482. HEK293T StAR-luciferase reporter, LRH-1 transfected, 24 h. inhibition, % at 3.6 µM. 360,000 tested, 0.13% active. AID 602396;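 active = inhibition above the mean inhibition of all tested compounds plus 3 SD, cut at about 73% in these data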;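 also: 0% = DMSO wells and 100% = reporter-only cells lacking LRH-1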
KKLEB tox: reduces viability of KKLEB cystic fibrosis airway cells | KKLEB CF airway cells viability, ATPlite luminescence, overnight; active compounds read low; cells stimulated with P. aeruginosa culture filtrate | activity change (cytotoxicity), % at 5 µM | 360,000 tested, 0.36% active;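 active = corrected activity change at or below -50% at 5 µM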
Numbers without * were called inactive; / = no result given.

Structure	LMP1 NFkB inh	TRAIL sens C8	SRC2 inh	TROY NFkB inh	TWEAK-Fn14 inh	SRC3 inh	COUP-TFII inh	SRC1 inh	CF NFkB inh	NR5A2 inv ag	KKLEB tox
COc1ccc(S(=O)(=O)N2CCC(C(=O)N3CCOCC3)CC2)cc1OC	2	-11	-40	-4	3	-1	3	9	-4	7	4
CCN1C(=O)CC(N2CCC(Nc3ccc(F)cc3)CC2)C1=O (stereo not drawn)	-14	0	-1	-23	4	-2	4	-6	-9	9	13
CCCNC(=S)NNC(=O)c1cccs1	-4	-10	-34	-7	-9	25	17	15	4	2	1
O=C(Nc1ccc(Cl)cc1F)C1CCCN(C2=NS(=O)(=O)c3ccccc32)C1 (stereo not drawn)	0	8	-12	20	-11	12	-3	6	9	9	-8
CCC1CN(C(=O)NCc2ccc(C)cc2)c2cc(Cl)ccc2O1 (stereo not drawn)	-3	2	-22	3	-9	-11	-15	-8	6	-15	-1
O=C(Cn1c(CO)nc2ccccc21)Nc1ccc2c(c1)OCCCO2	2	14	4	11	1	12	-4	-13	8	0	9
CC(C)OC(=O)Nc1ccc2c(c1)N(C(=O)CCN(C)C)c1ccccc1CC2	-3	18	-26	10	-9	10	-4	-3	-1	4	10
CCn1c(SCC(=O)N2CCCC2)nc2c(c1=O)SC(C)C2 (stereo not drawn)	-11	-4	14	-6	-13	-20	9	5	20	7	-13
N#CCn1c(Cc2ccccc2)nc2ccccc2c1=O	-5	-7	12	-9	6	-5	-4	-2	11	0	-13
COC(=O)c1cccc(N(CC(=O)NC2CCCC2)C(=O)CNC(=O)c2cccs2)c1	2	-8	-22	-10	22	7	1	2	-21	-13	12
CC/C(=C\c1ccc(N(C)C)cc1)c1ccncc1	-6	3	-12	-2	-11	-16	-29	-2	12	-27	4
COc1ccc(S(=O)(=O)N(C)C[C@H]2OCc3cnnn3CCCC(=O)N([C@@H](C)CO)C[C@H]2C)cc1	-5	-4	-4	8	-4	-4	-8	0	7	10	-1
Cc1cc2ccccc2n2c(SCC(=O)N3CCOCC3)nnc12	-6	-9	-22	11	-33	6	-7	2	-2	5	-12
COc1ccc(NC(=O)c2cccc(-n3cnnn3)c2)cc1	9	0	-21	-21	1	0	-11	3	-4	-20	-3
Cc1ccc(NC(=S)NNC(=O)Cn2nc([N+](=O)[O-])cc2C)cc1	1	-2	/	-11	1	12	/	1	-4	11	4
CCOC(=O)CSc1cc(=O)n(CC)c2ccccc12	0	-3	-19	-10	1	3	-5	1	-6	-7	8
Cc1cn(CC(=O)NCc2ccccn2)c(=O)[nH]c1=O	-2	-2	-25	-11	14	6	0	-2	0	-11	1
Cc1cccc(NC(=O)CCCCC(=O)Nc2cccc(C)c2)c1	/	-5	-9	11	5	-3	4	-3	-10	4	2
CCN(CC)C(=O)CSc1nc(O)c(Cc2ccccc2)c(=O)n1-c1ccccc1C	7	4	-29	-6	-1	20	4	3	-21	6	16
COc1ccc(-c2nc(-c3cccc([N+](=O)[O-])c3O)cc(=O)o2)cc1OC	0	-7	-30	-2	-23	-4	6	-7	-3	12	-3
CN(C)c1cc(NC(=O)CN2CCOCC2)c2ccccc2n1	-8	-6	/	-19	-19	7	/	2	-22	17	11
CCn1c(COc2cc(C)cc(C)c2)nnc1SCC(=O)N1CCN(c2ccccc2)CC1	5	-4	-5	5	22	8	3	3	16	-5	-7
CN1CCN(CC(=O)Nc2ccc(Cl)cc2Cl)CC1	1	-26	-17	-10	-7	-8	-6	-15	13	-19	-6
CCOc1ccccc1NC(=O)CSc1nc2cc(O)ccc2c(=O)n1-c1ccc(OC)c(OC)c1	3	10	-20	29	20	2	-25	3	10	2	-11
CC(C)Cn1c(N)c(C(=O)COC(=O)C2CCCCC2)c(=O)n(C)c1=O	12	2	9	23	11	2	20	0	5	-12	-4
CN(C)S(=O)(=O)c1ccc(C(=O)Nc2ccccc2C(=O)O)cc1	1	0	-3	4	0	3	2	-10	-14	-22	13
CC(=O)c1ccccc1OCC(O)CN1CCN(CCN2C(=O)c3cccc4cccc(c34)C2=O)CC1 (stereo not drawn)	1	60*	-10	28	-6	-9	14	10	-23	-21	-18
FC(F)Oc1ccc(NC(=S)NC23CC4CC(CC(C4)C2)C3)cc1	-10	21	-34	10	-21	-6	-18	-9	7	-30	11
Cc1ccc(N2CC(C(=O)NCCS(=O)(=O)N3CCN(c4ccccc4)CC3)CC2=O)cc1 (stereo not drawn)	0	11	-22	16	-9	-1	5	11	3	6	-12
CCOc1ccccc1CN1CCN(C/C=C/c2ccc(OC)cc2)CC1CCO (stereo not drawn)	-7	9	-7	4	-6	8	8	5	-6	2	-11

One compound at a time, from the list above:
Shown for `CCCNC(=S)NNC(=O)c1cccs1` → LMP1 NFkB inh = -4; TRAIL sens C8 = -10; SRC2 inh = -34; TROY NFkB inh = -7; TWEAK-Fn14 inh = -9; SRC3 inh = 25; COUP-TFII inh = 17; SRC1 inh = 15; CF NFkB inh = 4; NR5A2 inv ag = 2; KKLEB tox = 1
Shown for `COC(=O)c1cccc(N(CC(=O)NC2CCCC2)C(=O)CNC(=O)c2cccs2)c1` → LMP1 NFkB inh = 2; TRAIL sens C8 = -8; SRC2 inh = -22; TROY NFkB inh = -10; TWEAK-Fn14 inh = 22; SRC3 inh = 7; COUP-TFII inh = 1; SRC1 inh = 2; CF NFkB inh = -21; NR5A2 inv ag = -13; KKLEB tox = 12
Shown for `N#CCn1c(Cc2ccccc2)nc2ccccc2c1=O` → LMP1 NFkB inh = -5; TRAIL sens C8 = -7; SRC2 inh = 12; TROY NFkB inh = -9; TWEAK-Fn14 inh = 6; SRC3 inh = -5; COUP-TFII inh = -4; SRC1 inh = -2; CF NFkB inh = 11; NR5A2 inv ag = 0; KKLEB tox = -13

Part of the list above in another layout:
structure: CCN1C(=O)CC(N2CCC(Nc3ccc(F)cc3)CC2)C1=O (stereo not drawn)
  LMP1 NFkB inh = -14	TRAIL sens C8 = 0	SRC2 inh = -1	TROY NFkB inh = -23	TWEAK-Fn14 inh = 4	SRC3 inh = -2	COUP-TFII inh = 4	SRC1 inh = -6	CF NFkB inh = -9	NR5A2 inv ag = 9	KKLEB tox = 13

structure: CCCNC(=S)NNC(=O)c1cccs1
  LMP1 NFkB inh = -4	TRAIL sens C8 = -10	SRC2 inh = -34	TROY NFkB inh = -7	TWEAK-Fn14 inh = -9	SRC3 inh = 25	COUP-TFII inh = 17	SRC1 inh = 15	CF NFkB inh = 4	NR5A2 inv ag = 2	KKLEB tox = 1

The list continues:
Second line of a record – LMP1 NFkB inh | TRAIL sens C8 | SRC2 inh | TROY NFkB inh | TWEAK-Fn14 inh | SRC3 inh | COUP-TFII inh | SRC1 inh | CF NFkB inh | NR5A2 inv ag | KKLEB tox
CCOC(=O)c1cn(CC(=O)Nc2cccc(Cl)c2)nn1
  3 | -3 | -14 | 3 | -1 | 12 | 4 | -20 | -1 | 3 | 11
CCOCCCNC(=O)/C(C#N)=C/c1ccccc1F
  23 | 11 | 3 | -15 | -6 | 15 | -6 | 0 | -14 | -7 | 3
N#Cc1ccccc1COC(=O)CCN=C1NS(=O)(=O)c2ccccc21
  -5 | 6 | -11 | -11 | 11 | 0 | 5 | 1 | 2 | 2 | 6
O=C(O)c1ccc(Cl)c(S(=O)(=O)Nc2ccccc2N2CCOCC2)c1
  4 | -3 | -6 | -2 | 8 | 1 | -9 | 6 | 10 | 7 | 0
O=C(NCCCNC(=O)c1cnccn1)c1cccc(Cl)c1
  1 | 6 | 4 | -1 | 3 | -3 | -7 | -5 | -8 | 8 | 0
O=C(NCCCc1ccccc1)c1cccc(Br)c1
  -12 | 0 | -30 | -43 | -25 | 12 | -21 | -1 | 14 | -19 | -9
O=C(NC(=S)Nc1ccc2ncccc2c1)c1ccccc1
  -16 | 15 | -21 | 64* | -4 | -107 | -44 | -101 | -1 | -87 | 6
Cc1n[nH]c(=O)c2c(NC(=O)CSc3ccccc3F)oc(C)c12
  -4 | -2 | -2 | -4 | 8 | 6 | -19 | -5 | -20 | 11 | 18
COc1cccc2c(=O)n(CC(=O)Nc3ccc(F)cc3)ccc12
  4 | -10 | 19 | -18 | -21 | 6 | 8 | 0 | 6 | 10 | -16
COc1ccccc1C1c2[nH]c3ccccc3c2CCN1Cc1cnc(C)s1 (stereo not drawn)
  1 | 0 | 13 | 15 | 19 | 4 | 19 | -12 | 8 | 16 | 14
CCOC(=O)Cn1c(=O)oc2cc(S(=O)(=O)N(C)c3cccc(C)c3)ccc21
  8 | -1 | 7 | 8 | -4 | 1 | -11 | -2 | 9 | 10 | 7
Cc1cccc(OCC(=O)Nc2ccc(C(=O)Nc3ccccc3C(=O)O)cc2)c1C
  -3 | 1 | 4 | 39 | 12 | -4 | -3 | -8 | 10 | 8 | -6
Cc1cc(N/N=C/c2ccc(N(C)C)cc2)c2ccccc2n1
  -18 | -11 | 11 | -31 | -41 | -1 | -30 | 8 | -12 | -15 | 2
CCc1ccc(OCC(=O)O/N=C(\N)c2ccncc2)c(Br)c1
  12 | 0 | -53 | -41 | -27 | -80 | -43 | -117 | -14 | -108 | 15
O=C(CSCc1ccccc1Br)NNC(=S)NCc1ccco1
  -2 | 12 | 30 | 11 | -6 | -38 | -12 | -13 | -32 | 6 | 10
O=C(Nc1ccc(Cc2ccc(NC(=O)C3CC3)c(O)c2)cc1O)C1CC1
  0 | -11 | 18 | 8 | 7 | 5 | 3 | -62 | 11 | -34 | 10
CCOc1ccc(S(=O)(=O)N2CCC(C(=O)OCc3cccc(OC)c3OC)CC2)cc1
  -9 | 17 | -5 | 16 | 0 | 6 | 9 | -31 | 6 | 16 | -23
O=C(O)c1ccc(-c2nc3ccccc3s2)o1
  2 | 8 | -12 | -19 | -30 | -47 | -6 | -57 | 12 | -48 | -13
